RTF Ca sens inh: cardiac RTF calcium desensitization. 0.12% of 340,000 active. inhibition, % at 7.15 µM. IANBD-labeled cardiac RTF, Ca2+ fluorescence. P19429+P45379;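 active = inhibition above the mean inhibition of all tested compounds plus 3 SD, cut at about 17% in these data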;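 also: assay run at fixed EC70 calcium of 1.6 mM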
Keap1 Nrf2 FP: Keap1-Nrf2 (human) interaction inhibition. Q14145. Keap1 Kelch-Nrf2 peptide fluorescence polarization, 1536-well. inhibition, % at 9.4 µM. 0.15% of 340,000 active; in the data active = inhibition above about 12%;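 also: human Keap1 Kelch domain with fluorescein labeled Nrf2 9mer peptide probe; 0% = neutral control wells and 100% = peptide positive control; higher means more block of Keap1 binding to Nrf2 peptide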
Target sequence (Q14145 whole entry, looked up, the tested form may be a part): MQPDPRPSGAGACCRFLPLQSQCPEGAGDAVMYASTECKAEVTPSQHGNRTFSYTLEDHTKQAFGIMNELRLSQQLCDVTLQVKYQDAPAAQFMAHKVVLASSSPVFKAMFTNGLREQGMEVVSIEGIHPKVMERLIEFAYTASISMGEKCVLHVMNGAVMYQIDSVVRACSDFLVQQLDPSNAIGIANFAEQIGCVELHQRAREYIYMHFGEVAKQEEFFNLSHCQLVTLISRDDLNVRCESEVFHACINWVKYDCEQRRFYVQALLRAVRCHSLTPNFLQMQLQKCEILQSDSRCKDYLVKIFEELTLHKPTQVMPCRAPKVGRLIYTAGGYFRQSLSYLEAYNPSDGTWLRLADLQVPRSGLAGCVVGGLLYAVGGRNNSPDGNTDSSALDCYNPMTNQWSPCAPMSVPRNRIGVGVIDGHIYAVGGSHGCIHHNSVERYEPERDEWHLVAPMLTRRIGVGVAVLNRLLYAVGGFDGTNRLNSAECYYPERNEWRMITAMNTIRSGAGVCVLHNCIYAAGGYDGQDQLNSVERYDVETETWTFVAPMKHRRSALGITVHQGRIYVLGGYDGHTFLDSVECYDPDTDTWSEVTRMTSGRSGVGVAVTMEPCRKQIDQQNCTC
HTR5A inv ctr: inverse agonist of human HTR5A in OPRM1-OPRD1 counter-screen | P47898 | HTR5A cell line, luminescence, inverse agonism | inhibition, % at 9.3 µM | 0.083% of 340,000 active; in the data active = inhibition mostly above about 23%, no sharp cut-off; inactive = mostly below about 18%;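 also: 0% = cells with DMSO and 100% = no-cell wells with DMSO; some compounds called inactive have numbers as strong as hits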
Target sequence (P47898 whole entry, looked up): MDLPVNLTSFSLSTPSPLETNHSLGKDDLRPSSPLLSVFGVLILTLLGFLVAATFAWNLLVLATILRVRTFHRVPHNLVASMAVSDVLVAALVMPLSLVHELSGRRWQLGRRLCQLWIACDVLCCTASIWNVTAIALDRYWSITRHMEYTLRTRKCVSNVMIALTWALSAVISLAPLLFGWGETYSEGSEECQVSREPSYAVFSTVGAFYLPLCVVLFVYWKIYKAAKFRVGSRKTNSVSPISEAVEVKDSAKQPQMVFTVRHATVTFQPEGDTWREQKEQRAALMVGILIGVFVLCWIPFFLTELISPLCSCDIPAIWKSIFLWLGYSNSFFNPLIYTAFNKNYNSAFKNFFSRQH
RTF Ca sens act: increases calcium sensitivity of human cardiac regulated thin filaments. P19429+P45379. IANBD-labeled TnC RTF fluorescence at EC20 calcium; 0% EC20 calcium, 100% full calcium. activation, % at 7.2 µM. 0.24% of 340,000 active. AID 493008;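 active = activation above the mean over all tested compounds plus 3 SD, cut at about 30% in these data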;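 also: rise in fluorescence read as greater calcium sensitivity of cardiac thin filaments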
HTR5A ag ctr: activates human HTR5A in OPRM1-OPRD1 agonist counter-screen. P47898. HTR5A agonist assay, luminescence, cell-based. activation, % at 9.3 µM. 0.61% of 340,000 active; in the data active = activation mostly above about 9.5%, no sharp cut-off; inactive = mostly below about 7.6%;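 also: 0% = cells with vehicle only and 100% = reference agonist; strong numbers were not always called active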
MOR-DOR inv ag: inverse agonists of human mu-delta opioid receptor heterodimerization; P35372+P41143; cell-based MOR-DOR heterodimer luminescence, inverse agonism; inhibition, % at 9.3 µM; 0.21% of 340,000 active; in the data active = inhibition above about 22%, passing the limit was not always enough;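 also: 0% = cells with DMSO and 100% = wells without cells with DMSO; values of inactives mirror those of a sister screen read the other way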
V-ATPase pHluor: alters yeast V-ATPase proton transport; S. cerevisiae, pHLuorin cytosolic pH fluorescence; response, % at 10 µM; 0.37% of 350,000 active; in the data active = response mostly above about 7.3%, no sharp cut-off; inactive = mostly below about 5.4%; also: actives read high; inactives centre near 0; some compounds called inactive have numbers as strong as hits; reference of the scale not given here
MOR-DOR ag: OPRM1-OPRD1 heterodimerization agonism; P35372+P41143; cells, luminescence; activation, % at 9.3 µM; 0.3% of 340,000 active; AID 504326; in the data active = activation above about 18%;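 also: 0% = vehicle-treated cells and 100% = reference agonist; values of inactives mirror those of a sister screen read the other way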
CAL PDZ FP: blocks peptide binding to the human CAL PDZ domain. 0.92% of 300,000 active. Q9HD26. inhibition, % at 24.9 µM. purified CAL PDZ, TMR-peptide fluorescence polarization, 1 h;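 active = mean inhibition of at least 30% with at least half of replicates also reaching 30%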;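 also: 0% = DMSO neutral control and 100% = excess unlabeled competitor peptide PRC23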
C-LANA FP: blocks KSHV LANA C-terminal domain binding to DNA. inhibition, % at 9 µM. MBP-C-LANA/FAM-LBS DNA binding, fluorescence polarization. 0.078% of 340,000 active;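 active = highest replicate inhibition at or above 60% at 9 µM, even if other replicates fall short; inactive = all replicates below 60% inhibition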;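 also: 0% = neutral control wells and 100% = 4 µM acridine orange control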
* hit, by the source's call; / = no result given.

# | canonical_smiles | RTF Ca sens inh | Keap1 Nrf2 FP | HTR5A inv ctr | RTF Ca sens act | HTR5A ag ctr
1 | CCC(CO)N=CC1=C(O)CC(C)(C)CC1=O (stereo unspecified) | 16 | -3 | -24 | 0 | 10
2 | Cc1ccc(S(=O)(=O)N2[C@@H](c3ccc(F)cc3)C(C(=O)O)=C[C@H]2CC2CCCC2)cc1 | -4 | 1 | 5 | 2 | -1
3 | Cn1nc(C(=O)NCc2ccc(Cl)cc2)c2c1-c1ccccc1S(=O)(=O)C2 | 8 | -2 | -5 | -1 | 1
4 | CCOC(=O)NC(Nc1sc2c(c1C(=O)OC)CCN(C)C2)(C(F)(F)F)C(F)(F)F | -18 | 2 | -4 | 3 | -3
5 | COC(=O)N(NC(=O)C(O)(C(C)C)C(C)C)c1ccccc1 | -1 | 1 | 24 | -3 | -2
6 | CCN1C(=S)N[C@@H](c2cccs2)C(C(=O)OC)=C1C | 4 | 2 | -24 | 2 | 8
7 | O=C(O)CN1C(=O)/C(=C\c2ccc(OC(=O)c3ccco3)cc2)SC1=S | -7 | -12 | 16 | 6 | -7
8 | O=C(OCC(=O)N1CCN(c2ccccc2)CC1)c1ccccc1OC(F)F | 7 | 3 | -2 | -2 | 1
9 | COC(=O)C1=C(C)NC(C)=C(C(=O)OC)C1c1ccc(OC(=O)c2oc3ccccc3c2C)c(OC)c1 | -8 | 3 | -19 | 0 | 0
10 | O=[N+]([O-])c1ccc(S(=O)(=O)NCCS(=O)(=O)N2CCN(c3ccccc3)CC2)cc1 | 1 | 3 | -18 | -6 | 5
11 | Cc1ccc(C(=O)Nc2ccc3c(c2)OCO3)cc1 | 5 | 1 | -5 | -7 | 0
12 | Cc1cc(NCc2ccco2)nc(N2CCC(C(=O)NC3CCCCC3)CC2)n1 | 0 | -3 | -5 | 2 | 2
13 | COc1cccc(C=NNC(=O)C(C)SC(C)C(=O)NN=Cc2cccc(OC)c2)c1 (stereo unspecified) | -12 | 7 | 7 | -4 | -2
14 | CN(C(=O)CO/N=C/c1ccc(Cl)cc1)c1ccccc1 | -1 | -4 | -7 | 4 | 3
15 | CN1CCCCCC1=NC1=C(C#N)CCCC1 | -8 | 6 | -25 | -5 | 10

# | MOR-DOR inv ag | V-ATPase pHluor | MOR-DOR ag | CAL PDZ FP | C-LANA FP
1 | 10 | 0 | -2.4 | 1 | -0.4
2 | -26 | 4 | 5.5 | -4 | 1.6
3 | 9 | 5 | -1.6 | 0 | -0.1
4 | 12 | 1 | -2.1 | -1 | -2.2
5 | 16 | -5 | -3.0 | / | -1.0
6 | 12 | -2 | -2.1 | -1 | -0.2
7 | 16 | 1 | -2.9 | -2 | -16
8 | 7 | -4 | -1.2 | 0 | 0.3
9 | 2 | 0 | -0.4 | -1 | -0.8
10 | -45 | 8 | 9.1 | -3 | -0.1
11 | 0 | 3 | 0.0 | 1 | -0.7
12 | 5 | 0 | -0.8 | -1 | -1.1
13 | 9 | -1 | -1.7 | -6 | 8.1
14 | 2 | 8 | -0.3 | -5 | -0.1
15 | 19 | 0 | -4.7 | -4 | -0.3

Next section.
# | canonical_smiles | RTF Ca sens inh | Keap1 Nrf2 FP | HTR5A inv ctr | RTF Ca sens act | HTR5A ag ctr
16 | CC(C)(C)c1cc(C(=O)O)c(CN2CCCCC2)o1 | -1 | -1 | -13 | 0 | -2
17 | COc1cc(/C(O)=C(\C#N)c2nc3ccccc3[nH]2)cc(OC)c1OC | -11 | -5 | 5 | 3 | -1
18 | c1ccc2c(c1)nc(-c1ccncc1)n1nnnc21 | -1 | 2 | 9 | 2 | 3
19 | Cn1nnc(NCc2cc(Br)ccc2OCc2ccccc2F)n1 | -15 | 1 | 4 | -8 | 9
20 | O=c1c2cc(Cl)ccc2[nH]c(=S)n1Cc1ccco1 | -12 | -7 | -14 | 5 | -2
21 | O=C(O)c1nn2c(c1Br)NC(c1ccccc1)CC2C(F)(F)F (stereo unspecified) | -7 | -5 | -2 | 7 | 1
22 | CCOc1ccc(-n2c(=O)c3sccc3n(CC(=O)NCCc3ccc(OC)c(OC)c3)c2=O)cc1 | -7 | -6 | 2 | 5 | 2
23 | O=C(NCc1ccc(N2CCCC2=O)cc1)c1cn(CCc2ccccc2)nn1 | 4 | -1 | -7 | -5 | -2
24 | Cc1cccc(NC(=O)c2c([N+](=O)[O-])cnn2C)c1 | -7 | -5 | 8 | -9 | -2
25 | COc1ccc(NC(=O)C2CC(=O)N(CCc3ccc(F)cc3)C2)c(OC)c1 (stereo unspecified) | -3 | 4 | 4 | -7 | -1
26 | COc1ccc(-c2nnc3ccc(SCC(=O)NCC4CCCO4)nn23)cc1 (stereo unspecified) | -4 | -3 | -37 | -9 | 1
27 | CCN(CC)CCNc1ccc(C)c2sc3ccc(O)cc3c(=O)c12 | 6 | -7 | 13 | -8 | -3
28 | Cc1ccc(SC[C@H](Cc2ccccc2)N2CC[C@@H](C)CCC2=O)cc1 | -7 | -6 | 5 | 1 | -2
29 | COc1ccc(CCNC(=O)/C(=C/c2cccnc2)NC(=O)c2ccccc2)cc1 | -12 | -8 | 15 | -3 | -6
30 | CCOc1ccc(S(=O)(=O)Nc2ccc(C(=O)NCCCN3CCCC3=O)cc2)cc1 | -3 | -2 | -2 | -5 | 1

# | MOR-DOR inv ag | V-ATPase pHluor | MOR-DOR ag | CAL PDZ FP | C-LANA FP
16 | 11 | -1 | -1.8 | 0 | 1.2
17 | -23 | 5 | 4.6 | -4 | -3.0
18 | 19 | -1 | -3.4 | 0 | -0.2
19 | -8 | -4 | 1.3 | -3 | -2.8
20 | -45 | -1 | 8.3 | -1 | -0.9
21 | 5 | -1 | -0.9 | -1 | 2.1
22 | 6 | 2 | -1.1 | 1 | 0.5
23 | -8 | 1 | 1.3 | -3 | -2.5
24 | 7 | -4 | -1.4 | 0 | -0.5
25 | -14 | -3 | 1.8 | 0 | -1.2
26 | 6 | 6 | -1.2 | 23 | 0.3
27 | 7 | -4 | -1.6 | 5 | -10
28 | -61 | 2 | 10 | -6 | 1.9
29 | -6 | -6 | 0.8 | 0 | -1.8
30 | -7 | -4 | 1.1 | -1 | 0.8

Reformatted in transposed form: part of the list above.
(23) O=C(NCc1ccc(N2CCCC2=O)cc1)c1cn(CCc2ccccc2)nn1
(24) Cc1cccc(NC(=O)c2c([N+](=O)[O-])cnn2C)c1

Assay by compound	23	24
RTF Ca sens inh	4	-7
Keap1 Nrf2 FP	-1	-5
HTR5A inv ctr	-7	8
RTF Ca sens act	-5	-9
HTR5A ag ctr	-2	-2
MOR-DOR inv ag	-8	7
V-ATPase pHluor	1	-4
MOR-DOR ag	1.3	-1.4
CAL PDZ FP	-3	0
C-LANA FP	-2.5	-0.5

Quoted from the listing.
Reading of entry 5 under Keap1 Nrf2 FP: 1
Reading of entry 18 under CAL PDZ FP: 0

Entries by screen from the list:
Nos. 21–30 in Keap1 Nrf2 FP: -5, -6, -1, -5, 4, -3, -7, -6, -8, -2

Further results:
# | canonical_smiles | RTF Ca sens inh | Keap1 Nrf2 FP | HTR5A inv ctr | RTF Ca sens act | HTR5A ag ctr
31 | CC(O)CN(Cc1ccc(Cl)cc1)CC(C)O (stereo unspecified) | -3 | -5 | 6 | 6 | -1
32 | CCN(C(=O)COC(=O)Cc1cccc2ccccc12)C1CCS(=O)(=O)C1 (stereo unspecified) | 0 | -3 | 1 | -2 | 2
33 | CC1(C)CN(c2ccccc2)N(C(=O)c2ccc(C#N)cc2)C1=O | -13 | 4 | -4 | -2 | -2
34 | COc1cc(OCc2ccc(C)cc2)ccc1CNC[C@H]1O[C@@H](n2cnc(C(N)=O)n2)[C@H](O)[C@@H]1O | -3 | -2 | 4 | -7 | -1
35 | O=C(CSc1nnc(-c2ccc3c(c2)OCO3)o1)Nc1ncc(Cl)cc1Cl | -10 | -6 | 7 | 7 | -3
36 | CC(C)(C)NC(=O)/C(=C\c1ccco1)NC(=O)c1ccco1 | -2 | -8 | -5 | -3 | 1
37 | CC(C)(C)N1CC(c2nc3ccccc3n2Cc2ccccc2)CC1=O (stereo unspecified) | 1 | 2 | -20 | -3 | 4
38 | CCc1ccccc1OCC(=O)Nc1ccc(F)c(S(=O)(=O)N2CCOCC2)c1 | -4 | / | 3 | -3 | -1
39 | Cc1cccc(NS(=O)(=O)c2cc([N+](=O)[O-])ccc2C)n1 | -6 | -4 | 17 | 6 | -1
40 | CC(C)CC1CCCC12NC(=O)NC2=O (stereo unspecified) | -10 | 3 | 21 | 0 | -6
41 | CCCCn1c(N)c(N(CC(C)C)C(=O)CSCc2ccc(Cl)c(Cl)c2)c(=O)[nH]c1=O | -5 | -1 | -22 | 4 | 4
42 | COc1ccc(Oc2coc3cc(OC(=O)N4CCOCC4)ccc3c2=O)cc1 | -5 | 0 | -2 | -3 | 2
43 | COc1ccc(OC)c(CC(=O)N2CCc3cc(OC)c(OC)cc3C2)c1 | -10 | -3 | 0 | 1 | 0
44 | COc1ccc(S(=O)(=O)N2CC(=O)Nc3ccccc32)cc1C | -3 | 1 | 2 | 2 | 2
45 | O=C(c1cccs1)N1CCC(c2ccccc2)C1 (stereo unspecified) | 3 | 0 | -21 | -2 | 8

# | MOR-DOR inv ag | V-ATPase pHluor | MOR-DOR ag | CAL PDZ FP | C-LANA FP
31 | 18 | 0 | -4.0 | -1 | -1.0
32 | 8 | -4 | -2.1 | / | -0.6
33 | 51* | 2 | -9.5 | / | 1.6
34 | 4 | 3 | -0.9 | -6 | 0.4
35 | 12 | 0 | -1.7 | 0 | 1.4
36 | 13 | 1 | -2.8 | -4 | -0.7
37 | 12 | 4 | -2.4 | -4 | -0.7
38 | -2 | 0 | 0.4 | 31* | /
39 | 5 | 4 | -1.0 | -3 | -0.3
40 | 0 | 4 | -0.1 | / | -0.8
41 | 1 | -2 | -0.1 | -15 | -0.6
42 | 14 | -2 | -2.8 | / | 0.8
43 | 8 | 2 | -1.6 | -4 | -1.2
44 | 9 | -1 | -1.8 | -4 | -1.4
45 | 12 | 1 | -2.0 | -5 | -1.2

Following part.
# | canonical_smiles | RTF Ca sens inh | Keap1 Nrf2 FP | HTR5A inv ctr | RTF Ca sens act | HTR5A ag ctr
46 | O=c1c(S(=O)(=O)c2ccc(Cl)cc2)cn(Cc2ccccc2)c2ccc(F)cc12 | -7 | -1 | -8 | 2 | 0
47 | CN(CCCNC(=O)CN1C(=O)CC(C)(C)S(=O)(=O)c2ccccc21)C1CCCCC1 | -1 | 4 | 2 | 3 | -1
48 | O=C(Nc1cccc(-c2csc(Nc3ccc(Cl)cc3)n2)c1)c1cccc(C(F)(F)F)c1 | 1 | -1 | -3 | 1 | 1
49 | O=C(NCCOc1cccnc1)c1ccc(OC2CCN(Cc3ccccn3)CC2)cc1 | -7 | -4 | -4 | 2 | 1
50 | COc1ccc(CN(C)C(=O)Cc2ccc(S(=O)(=O)N3CCOCC3)s2)cc1OC | 3 | 0 | 7 | -5 | -3
51 | O=C1CCCCC1(O)Cc1ccc2c(c1)OCO2 (stereo unspecified) | 2 | 3 | 5 | -1 | -1
52 | CN(C)S(=O)(=O)c1ccc(C(=O)Nc2cc3c(cc2C(=O)O)OCCCO3)cc1 | 7 | 0 | -29 | -2 | 10

# | MOR-DOR inv ag | V-ATPase pHluor | MOR-DOR ag | CAL PDZ FP | C-LANA FP
46 | -4 | -2 | 0.9 | 0 | 1.0
47 | -5 | -1 | 0.9 | -1 | -0.8
48 | -8 | 1 | 1.3 | -2 | -0.9
49 | 5 | 1 | -0.9 | -1 | -1.3
50 | 4 | 2 | -1.1 | -2 | -1.9
51 | 2 | 0 | -0.3 | 1 | -3.6
52 | 14 | -3 | -2.6 | -10 | 1.0

High-throughput results (PubChem BioAssay)

No enrichment for hits; any-hit rate near 2.8%.
